FBW7 act – human FBW7 E3 ligase activation, primary screen | normalized activity (activation), % at 26.1 µM | Q969H0 | AlphaScreen FBW7–phospho-cyclin E peptide binding, activator screen | actives 0.13% (n = 650,000); in the data active = normalized activity above about 1.9%;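 also: purified mutant Fbw7 with reduced substrate affinity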
Target sequence (Q969H0 whole entry, looked up): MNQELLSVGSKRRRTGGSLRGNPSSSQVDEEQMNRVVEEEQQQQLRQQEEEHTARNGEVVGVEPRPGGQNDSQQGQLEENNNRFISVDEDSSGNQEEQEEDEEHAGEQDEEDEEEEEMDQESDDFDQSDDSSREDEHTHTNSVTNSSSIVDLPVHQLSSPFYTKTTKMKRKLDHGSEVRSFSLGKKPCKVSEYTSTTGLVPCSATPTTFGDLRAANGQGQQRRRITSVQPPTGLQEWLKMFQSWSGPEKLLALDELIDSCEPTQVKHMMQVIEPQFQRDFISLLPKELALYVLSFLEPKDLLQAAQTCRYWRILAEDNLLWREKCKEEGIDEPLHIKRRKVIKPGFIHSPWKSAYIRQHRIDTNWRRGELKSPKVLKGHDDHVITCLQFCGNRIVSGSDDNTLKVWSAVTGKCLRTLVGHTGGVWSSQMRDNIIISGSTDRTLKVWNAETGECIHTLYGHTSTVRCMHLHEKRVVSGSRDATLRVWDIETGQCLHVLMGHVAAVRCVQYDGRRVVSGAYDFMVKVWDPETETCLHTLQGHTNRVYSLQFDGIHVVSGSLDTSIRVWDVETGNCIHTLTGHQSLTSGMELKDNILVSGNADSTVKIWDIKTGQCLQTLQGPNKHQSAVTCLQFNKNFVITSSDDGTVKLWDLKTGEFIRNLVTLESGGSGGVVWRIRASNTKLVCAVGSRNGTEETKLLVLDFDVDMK
MITF primary – human MITF inhibition, primary screen; O75030; AlphaScreen MITF homodimerization, bead proximity signal; inhibition, % at 2.6 µM; actives 0.91% (n = 650,000); in the data active = inhibition above about 50%;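 also: 0% = vehicle wells with protein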
TEAD-YAP inh – TEAD-YAP interaction inhibition | HEK-TIYL cells, TEAD-Gal4/YAP UAS-luciferase luminescence | inhibition, % at 9.12 µM | actives 1.4% (n = 640,000) | AID 1259422; in the data active = inhibition above about 32%;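 also: 0% = median of test compound wells and 100% = reference inhibitor wells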
GPR151 activ – activators of human GPR151; activation, % at 11.2 µM; PathHunter beta-arrestin GPR151 cells, luminescence; actives 1% (n = 650,000); Q8TDV0; in the data active = activation above about 4.9%;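 also: 0% = median of compound wells and 100% = cells with positive control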
Target sequence (Q8TDV0 whole entry, looked up): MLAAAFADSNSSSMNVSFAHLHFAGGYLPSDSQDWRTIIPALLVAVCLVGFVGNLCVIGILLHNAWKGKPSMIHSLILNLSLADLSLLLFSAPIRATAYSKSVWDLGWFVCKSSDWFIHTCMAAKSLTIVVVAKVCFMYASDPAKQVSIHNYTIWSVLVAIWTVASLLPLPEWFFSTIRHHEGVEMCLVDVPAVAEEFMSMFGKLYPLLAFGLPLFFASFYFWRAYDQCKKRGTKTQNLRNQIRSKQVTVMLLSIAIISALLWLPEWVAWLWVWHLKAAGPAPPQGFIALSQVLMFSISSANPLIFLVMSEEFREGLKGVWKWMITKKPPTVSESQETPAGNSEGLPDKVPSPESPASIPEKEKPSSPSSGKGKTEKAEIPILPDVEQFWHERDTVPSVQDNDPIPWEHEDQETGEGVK
An asterisk follows results filed as active.

SMILES	FBW7 act	MITF primary	TEAD-YAP inh	GPR151 activ
Cc1cc(NS(=O)(=O)c2ccc(NC(=O)CCC(=O)Nc3ccc(S(=O)(=O)Nc4cc(C)on4)cc3)cc2)no1	0.0	17	5	-1.1
COCCCNc1nccn2c(-c3ccc(N(C)C)cc3)cnc12	-0.1	11	-10	1.3
CC(=O)Nc1ccc(Nc2nc(Nc3ccc(N4CCOCC4)cc3)nc3c2ncn3C(C)C)cc1	0.0	4	22	2.6
O=c1c2sccc2nc(SCC2OCCO2)n1-c1ccc(F)cc1	-0.5	1	1	1.9
CCCn1c2c(c(O)c(C(=O)Nc3ccccc3Cl)c1=O)CCCC2	-0.1	-1	9	-0.1
O=C(CN1CCOc2ccccc21)NCc1cccs1	0.1	7	-5	1.3
CCOC(=O)C1=C(C)NC2=C(C(=O)C(C(=O)OCC)C(c3ccc(OC)cc3)C2)C1c1cc(OC)c(OC)c(OC)c1 (stereo not drawn)	0.3	16	4	4.0
COc1ccc(-c2cc(C(=O)NNC3=NCCC3)c3c(C)nn(-c4ccccc4)c3n2)cc1	-0.1	-13	6	1.1
Fc1ccccc1-c1nc(-c2ccc3sc4ccccc4c3c2)c(-c2ccccc2)[nH]1	-0.1	24	5	-0.2
Cc1ncn(-c2ccc(N(CC3CC3)c3ncc4cccc(-c5cnn(CC6CC6)c5)c4n3)cc2)n1	0.0	3	16	2.0
O=C(CCn1c(=O)oc2ccccc21)NCc1ccc2c(c1)OCO2	0.1	9	7	1.3
COc1cc(C(=O)N[C@H](C(=O)NC2CCCCCC2)C(C)C)cc(OC)c1OC	0.1	2	-9	3.0
CCC(Sc1nc(Nc2ccc(F)cc2)c2ccccc2n1)C(=O)Nc1ccc2c(c1)OCO2 (stereo not drawn)	-0.2	-4	-2	-0.5
CCN(CC)c1ccc2c(C)c(CC(C)=O)c(=O)oc2c1	1.1	2	-36	-0.2
CC1=C(C(=O)Nc2cccc(C)n2)C(c2ccc3c(c2)OCO3)C2=C(CCCC2=O)N1 (stereo not drawn)	0.0	-6	-5	-0.6
Cc1ccc2c(c1)cc(CN(CCc1ccccc1)C(=O)c1cnccn1)c1nnnn12	-0.1	2	11	-0.8
CC(NS(=O)(=O)c1ccc(OCC(=O)NCc2ccncc2)cc1)c1ccccc1 (stereo not drawn)	0.0	-8	-1	-0.6
Cc1c(C(=O)N2CCN(Cc3ccccc3)CC2)sc2ncnc(N3CCOCC3)c12	0.0	1	-3	0.1
Cc1ccccc1-n1c(CNc2ccc(Cl)cc2)nnc1SCC(=O)Nc1ccc(Br)cc1	0.0	-17	-1	0.1
Cc1cc(Br)ccc1N1C(=O)/C(=C/c2ccc(-c3cc(Cl)ccc3Cl)o2)C=C1c1ccccc1	-0.1	2	-4	2.3
CCn1nc(C)c(NC(=O)CN2N=C(C(C)(C)C)Cn3c(cc4ccccc43)C2=O)c1C	0.3	13	-3	2.1
Cc1ccc(C(=O)NNC(=O)c2cccnc2SCc2cccc([N+](=O)[O-])c2)cc1	0.1	-11	-13	0.2
C/C(=N\NC(=O)c1[nH]c2c([N+](=O)[O-])cc(C)cc2c1-c1ccccc1)c1cccnc1	0.1	0	-1	-0.6
O=C(/C=C(\O)c1ccccc1)C(=O)Nc1ccc(Br)cc1	0.0	1	-45	1.7
CCc1ccc2c(c1)/C(=N/N(C)C(=S)NC)C(=O)N2	0.1	20	3	0.0

Carrying on:
SMILES	FBW7 act	MITF primary	TEAD-YAP inh	GPR151 activ
C/C(=N/NC(=O)c1cccc(Br)c1)c1ccccc1O	0.1	-11	-22	0.0
Cn1c(=O)c(=O)n(C)c2cc(S(=O)(=O)Nc3cccc(C(=O)O)c3)ccc21	-0.2	-8	-3	0.0
O=S(=O)(c1cccc2ccccc12)N1CCCC(c2nc(-c3ccc(F)cc3)no2)C1 (stereo not drawn)	-0.3	-4	-5	-0.6
CC1=C(C(=O)Nc2ccccc2C)C(c2cccc([N+](=O)[O-])c2)n2nnnc2N1 (stereo not drawn)	-0.1	-6	5	0.3
Cc1csc(NC(=O)CCC(=O)N(CC(=O)NC2CCCC2)c2ccc(C)c(C)c2)n1	0.2	10	-3	0.1
COC(=O)c1ccc(NC(=O)c2ccc(Cl)cc2[N+](=O)[O-])cc1	0.1	9	0	-1.4
CC(C)NC(=O)CN1CCN(c2ccc(F)cc2)CC1	-0.3	7	8	2.8
COc1cc(C(=O)Nc2nnc(C(C)C)s2)cc(OC)c1OC	-0.1	5	-4	-0.7
CC(=O)Nc1ccc(NC(=O)/C=C/c2ccc(Cl)cc2)cc1	0.0	4	-28	4.3
Oc1oc(-c2ccccc2Br)nc1C=Nc1ccccc1I	0.0	4	-2	0.1
Cc1ccc(N=C/C(=C\Nc2ccc(C)cc2)[N+](=O)[O-])cc1	-0.1	-4	6	-1.4
CCCC1(C(=O)OCC)NC(c2ccc(O)cc2)C2C(=O)N(C)C(=O)C21 (stereo not drawn)	0.8	16	3	-1.7
Cn1c(NC(=O)c2ccc(-c3ccccc3)cc2)cc(=O)n(C)c1=O	-0.1	7	10	0.6
CC(C)CC(=O)Nc1ccc(-c2nc3ccccc3o2)cc1	0.6	28	15	1.5
CC(C)N(CCNc1ncnc2nc(-c3ccc(N4CCOCC4)nc3)[nH]c12)C(C)C	0.2	-1	-3	0.5
COc1cc(C(=O)Nc2ncc(Cc3cccc(Cl)c3)s2)cc(OC)c1OC	-0.1	13	54*	2.1
O=c1c(Cc2ccccc2)c[nH]c2ccccc12	0.0	-6	-2	3.9
Cc1ccc(OCC(=O)NCC2CCCO2)c(Br)c1 (stereo not drawn)	0.0	1	-51	1.4
CCN(CC)c1nc(=O)n(-c2nc(-c3ccccc3)oc2-c2ccccc2)cc1Cl	0.2	14	9	-0.5
Cc1nn2c(=O)cc(COC(=O)c3ccc(S(=O)(=O)N(C)C)cc3)nc2s1	0.0	5	6	0.7
CC1=C(C(=O)Nc2cc(C)ccc2C)C(c2cccs2)NC(=O)N1 (stereo not drawn)	0.5	17	-3	-0.4
Cc1ccc(CN2CCN(/N=C\c3cccnc3)CC2)cc1	0.0	11	-13	-0.2
N#Cc1ccc(-c2cccs2)nc1SCCc1ccccc1	0.3	-12	-16	-0.1
COC(=O)c1ccc2c(=O)n(CCC3=CCCCC3)c(SCc3cccc([N+](=O)[O-])c3)nc2c1	0.0	11	-7	-1.4
O=C(COC(=O)C1CCN(S(=O)(=O)c2cccc3cccnc23)CC1)c1ccc(Cl)cc1	0.1	-10	1	-0.8

Compounds above that have a nitro group on carbon:
SMILES	FBW7 act	MITF primary	TEAD-YAP inh	GPR151 activ
Cc1ccc(C(=O)NNC(=O)c2cccnc2SCc2cccc([N+](=O)[O-])c2)cc1	0.1	-11	-13	0.2
C/C(=N\NC(=O)c1[nH]c2c([N+](=O)[O-])cc(C)cc2c1-c1ccccc1)c1cccnc1	0.1	0	-1	-0.6
CC1=C(C(=O)Nc2ccccc2C)C(c2cccc([N+](=O)[O-])c2)n2nnnc2N1 (stereo not drawn)	-0.1	-6	5	0.3
COC(=O)c1ccc(NC(=O)c2ccc(Cl)cc2[N+](=O)[O-])cc1	0.1	9	0	-1.4
Cc1ccc(N=C/C(=C\Nc2ccc(C)cc2)[N+](=O)[O-])cc1	-0.1	-4	6	-1.4
COC(=O)c1ccc2c(=O)n(CCC3=CCCCC3)c(SCc3cccc([N+](=O)[O-])c3)nc2c1	0.0	11	-7	-1.4

Other results follow.
SMILES	FBW7 act	MITF primary	TEAD-YAP inh	GPR151 activ
O=C(NN1C(=O)CSC1=S)c1cccnc1	0.0	2	5	0.9
Cc1cccc(CN2CCN(C(=O)c3ccnn3C)CCC2=O)c1	0.2	25	0	3.6
O=C(NCCc1ccccc1)c1cnn2cc(Br)cnc12	-0.1	-1	-46	1.1
CCOc1ccccc1Nc1nc(Cc2ccccc2)nc2sc3c(c12)CCCC3	-0.1	4	8	0.8
O=C(Cn1c(=O)oc2ccccc21)Nc1ccc2nc3n(c(=O)c2c1)CCCCC3	0.2	18	4	-0.8
COc1cc(N)c(Cl)cc1C(=O)OCC(=O)NCCc1ccc(Cl)cc1Cl	-0.2	6	2	3.3
COc1ccc(CN2CCN(C3CCCCC3)CC2CCO)c(F)c1 (stereo not drawn)	-0.1	15	1	1.2
CC1=C(C(=O)Nc2ccc(Cl)cc2)C(c2cccs2)NC(=O)N1 (stereo not drawn)	0.8	13	8	-0.8
CCCCc1nc(Cl)c(CN2CCc3c(nc(N4CCCC4)[nH]c3=O)C2)[nH]1	1.1	9	10	-0.6
O=C(Nc1nc2ccccc2s1)c1ccc([N+](=O)[O-])cc1	0.0	14	-48	-1.8
O=C(CSc1ncccn1)Nc1ccc(-c2ccccc2)cc1	0.1	16	8	0.3
Cc1ccc2oc(-c3cccc(NC(=O)COc4cc(C)c(Cl)c(C)c4)c3)nc2c1	-0.1	7	-3	0.4
O=C(Nc1ccc(N2C(=O)c3cccc4cccc(c34)C2=O)cc1)c1ccncc1	0.2	-8	-3	-2.5
COc1ccc(N2CCN(C(=O)Cc3cn(C)c4ccccc34)CC2)cc1	-0.7	-13	-2	1.0
Cc1cc(N2CCC(C)CC2)nc2ccc(N)cc12	-0.2	1	-35	7.4*
CC1(C(=O)NC(=S)N(CCC#N)c2ccccc2)CC1(Cl)Cl (stereo not drawn)	1.1	9	0	-1.0
CN(C)c1ccc(N/C=C/C(=O)c2ccc(F)cc2)cc1	-0.1	21	-15	-1.2
CN(C)c1cccc(NC(=O)C2(C)CC2(Cl)Cl)c1 (stereo not drawn)	-0.1	3	-3	-0.6
COc1ccccc1CN1CCC(C(=O)NCCN2CCOCC2)CC1	0.3	0	1	0.7
c1cnc2nc(CN3CCCC3)cn2c1	-0.1	-7	-10	1.1
CCC[C@@H]1NC(=O)[C@H]2CN(C(=O)c3ccccc3OC)CCN2C1=O	0.2	15	3	-1.2
COc1ccccc1-n1nnnc1Sc1ccc([N+](=O)[O-])cc1Cl	-0.1	1	-3	1.5
NC1=NC(=O)/C(=C/c2ccc(Oc3ccccc3)cc2)S1	0.3	6	4	0.1
Cc1ccc(-c2c(C(=O)N3CCCC3)oc(=O)c3ccccc23)cc1	0.7	18	4	0.5
CC(C)(C)C(=O)N1CCN(c2ccc([N+](=O)[O-])c(N3CCCC3)c2)CC1	-0.3	-3	6	0.2

Quoted at random: four entries already listed
SMILES	FBW7 act	MITF primary	TEAD-YAP inh	GPR151 activ
O=C(Cn1c(=O)oc2ccccc21)Nc1ccc2nc3n(c(=O)c2c1)CCCCC3	0.2	18	4	-0.8
COc1cc(N)c(Cl)cc1C(=O)OCC(=O)NCCc1ccc(Cl)cc1Cl	-0.2	6	2	3.3
CN(C)c1ccc(N/C=C/C(=O)c2ccc(F)cc2)cc1	-0.1	21	-15	-1.2
COc1ccc(N2CCN(C(=O)Cc3cn(C)c4ccccc34)CC2)cc1	-0.7	-13	-2	1.0

Continuation:
SMILES	FBW7 act	MITF primary	TEAD-YAP inh	GPR151 activ
COc1ccccc1NC(=O)N1CCN(c2cc(Oc3ccccc3)nc(C)n2)CC1	-0.1	3	1	1.2
O=C(NCCc1ccccc1Cl)c1ccc2nc(-c3cccs3)c(-c3cccs3)nc2c1	0.9	13	-9	-1.7
CCc1ccc(NS(=O)(=O)c2cccc3nonc23)cc1	0.7	9	-1	-0.3
O=C1CSC(c2ccc([N+](=O)[O-])cc2)N1c1cccc(C(F)(F)F)c1 (stereo not drawn)	-0.3	2	11	-0.9
CCCOc1ccc(/C(O)=C2/C(=O)C(=O)N(CCN3CCOCC3)C2c2ccc(C(C)C)cc2)cc1C (stereo not drawn)	-0.2	-10	2	-0.4
CC(=O)COc1ccc2c(C)c(Cl)c(=O)oc2c1C	0.0	-7	-5	-0.2
O=C(CC(=O)Nc1ccc2nc3n(c(=O)c2c1)CCCCC3)Nc1ccc(F)cc1	1.3	13	-9	0.1
OC(CN(C1CCCCC1)C1CCCCC1)Cn1c2ccc(Cl)cc2c2cc(Cl)ccc21 (stereo not drawn)	0.0	-4	13	0.9
O=C(Nc1ccnn1C1CCN(C(=O)C2COc3ccccc3C2)CC1)C1CC1 (stereo not drawn)	0.3	5	19	0.6
O=C(O)CCCCc1sc2c(c1[N+](=O)[O-])C(=O)CCC2	0.3	10	4	-0.2
Cc1nc(-c2cccc(NC(=O)c3ccc(F)cc3)c2)cs1	0.0	4	7	1.4
CCOC(=O)c1nc(-c2ccccc2)oc1C(F)(F)F	0.2	10	2	0.3
CCN(c1ccccc1)S(=O)(=O)c1ccc(N2CCCCC2)nc1	0.3	4	-10	-0.6
CCn1c(SCC(=O)NNC(=O)c2ccc(C)cc2)nnc1C(C)C	-0.1	-3	5	-1.0
COc1ccccc1NC(=O)N1CCCSc2ccccc21	0.4	12	0	0.2
Cc1ccccc1-n1c(SCC(=O)N2CCC(C)CC2)nnc1-c1cccnc1	0.2	20	-12	0.0
O=C(NC(C(=O)Nc1nccs1)C12CC3CC(CC(C3)C1)C2)c1ccc(Cl)cc1 (stereo not drawn)	0.0	-9	-6	-0.2
Cc1cc(C)c(S(=O)(=O)NCCCN2CCOC(c3ccccc3)C2)cc1C (stereo not drawn)	-0.2	-5	-2	0.0
Cc1cc(N)n(-c2nc3ccccc3o2)n1	0.0	1	1	-6.2
O=C(COc1ccccc1[N+](=O)[O-])N1CCCc2ccccc21	-0.1	-4	4	0.6
CC(C)c1ccc(NC(=O)C2CC(=O)Nc3ncnn32)cc1 (stereo not drawn)	-0.1	-2	2	1.6
Cc1ccc(-c2nnc3sc(NC(=O)c4ccco4)nn23)cc1	0.1	8	1	1.0
OCCCc1nc2n(n1)C(c1ccc(Cl)cc1)C=C(c1ccccc1)N2 (stereo not drawn)	0.3	13	9	-0.2
O=C(O)CCn1c(SCC(=O)Nc2nccs2)nc2ccsc2c1=O	0.2	5	2	0.2
Cn1c2ccc(F)cc2c2nnc(SCC(=O)N3CCCCC3)nc21	0.7	1	-9	0.1
COc1ccc(C)c2sc(=NC(=O)C3=COCCO3)n(C)c12	0.0	4	-8	-1.9

Compound activity as filed in PubChem BioAssay.
